Bioassay records deposited in PubChem BioAssay by The Scripps Research Institute Molecular Screening Center.
PAFAH2 FP inh = PAFAH2 enzyme inhibitors, primary screen, biochemical, fluorescence polarization, human. Platelet-activating factor acetylhydrolase 2, cytoplasmic (Homo sapiens), Q99487. recombinant PAFAH2, FP-rhodamine activity probe. inhibition, % at 3.39 µM. 340,000 tested, 0.99% active;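 active = inhibition above the mean over all tested compounds plus 3 SD, cut at about 30% in these data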;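 note: inhibitors block probe labeling of enzyme so polarization drops; 0% = enzyme with DMSO and 100% = wells lacking PAFAH2 protein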
PME-1 primary = PME-1 inhibitors via competitive probe labeling, primary screen, biochemical, fluorescence polarization, FP-Rh probe, HTS; Protein phosphatase methylesterase 1 (Homo sapiens), Q9Y570; recombinant PME-1; inhibition, % at 5.9 µM; 320,000 tested, 0.53% active;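 active = inhibition above the campaign mean of all compounds plus 3 SD, cut at about 26% in these data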;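 note: competitive labeling of PME-1 active site by serine hydrolase directed probe; 0% = PME-1 with DMSO and 100% = wells lacking PME-1 enzyme; inhibitors block probe labeling so polarization falls and inhibition rises; many of its hits are not listed in these tables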
PAFAH1B3 inh = PAFAH1B3 enzyme inhibitors, primary screen, biochemical, fluorescence polarization, human | inhibition, % at 3.39 µM | recombinant PAFAH1B3, FP-rhodamine probe | AID 492972, 2010 | Platelet-activating factor acetylhydrolase IB subunit alpha1 (Homo sapiens), Q15102 | 340,000 tested, 0.28% active;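 active = inhibition above the screen-wide average of all tested compounds plus 3 SD, cut at about 25% in these data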;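 note: 0% = enzyme with DMSO only and 100% = wells lacking PAFAH1B3 protein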
PAFAH1B2 FP inh = PAFAH1B2 enzyme inhibitors, primary screen, biochemical, fluorescence polarization, human; recombinant PAFAH1B2, FP-rhodamine activity probe; 340,000 tested, 1.2% active; AID 492953, 2010; inhibition, % at 3.39 µM;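 active = inhibition above the mean of all tested compounds plus 3 SD, cut at about 24% in these data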;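 note: 0% = enzyme with DMSO and 100% = wells lacking PAFAH1B2; many of its hits are not listed in these tables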
Target sequence (P68402 whole entry, looked up): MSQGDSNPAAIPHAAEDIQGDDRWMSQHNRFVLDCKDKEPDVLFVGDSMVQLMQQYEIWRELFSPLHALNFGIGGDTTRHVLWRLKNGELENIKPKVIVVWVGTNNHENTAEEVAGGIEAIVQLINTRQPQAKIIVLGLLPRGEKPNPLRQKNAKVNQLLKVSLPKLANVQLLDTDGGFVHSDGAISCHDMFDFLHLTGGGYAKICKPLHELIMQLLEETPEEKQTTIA
PAD4 inh = human PAD4 inhibitors, primary screen, biochemical, fluorescence polarization, 1536-well format; Protein-arginine deiminase type-4 (Homo sapiens), Q9UM07; 330,000 tested, 0.41% active; recombinant PAD4, RCA probe fluorescence polarization; AID 485272, 2010; inhibition, % at 6.36 µM;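 active = percent inhibition above a cutoff equal to the mean of all tested compounds plus 3 SD, cut at about 15% in these data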;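 note: 0% = PAD4 with RCA probe and DMSO and 100% = probe without PAD4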
Target sequence (Q9UM07 whole entry, looked up): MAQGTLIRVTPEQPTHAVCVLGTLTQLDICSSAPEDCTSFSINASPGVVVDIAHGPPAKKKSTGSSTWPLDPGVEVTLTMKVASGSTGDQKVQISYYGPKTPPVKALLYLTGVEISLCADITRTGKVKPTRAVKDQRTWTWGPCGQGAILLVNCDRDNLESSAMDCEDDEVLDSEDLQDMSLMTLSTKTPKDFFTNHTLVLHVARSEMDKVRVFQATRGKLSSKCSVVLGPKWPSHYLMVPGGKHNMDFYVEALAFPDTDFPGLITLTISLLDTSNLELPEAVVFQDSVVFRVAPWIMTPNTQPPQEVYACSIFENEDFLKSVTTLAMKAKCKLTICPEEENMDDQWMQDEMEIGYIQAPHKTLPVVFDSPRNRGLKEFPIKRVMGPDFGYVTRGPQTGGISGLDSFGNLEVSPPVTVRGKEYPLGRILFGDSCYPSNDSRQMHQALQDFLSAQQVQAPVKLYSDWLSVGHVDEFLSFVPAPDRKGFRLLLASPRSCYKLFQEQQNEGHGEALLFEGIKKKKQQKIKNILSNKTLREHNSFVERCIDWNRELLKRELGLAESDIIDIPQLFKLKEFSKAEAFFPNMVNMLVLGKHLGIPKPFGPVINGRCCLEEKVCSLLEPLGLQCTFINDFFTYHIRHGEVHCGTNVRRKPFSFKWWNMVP
pPAFAH inh = pPAFAH enzyme inhibitors, primary screen, biochemical, fluorescence polarization, human | Platelet-activating factor acetylhydrolase (Homo sapiens), Q13093 | recombinant pPAFAH, FP-rhodamine probe fluorescence polarization | inhibition, % at 3.39 µM | 330,000 tested, 1.5% active | AID 463082, 2010;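 active = inhibition above the mean inhibition across the screen plus 3 SD, cut at about 25% in these data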;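 note: inhibitors block binding of the rhodamine activity-based probe so polarization drops; 0% = enzyme with DMSO and 100% = wells lacking pPAFAH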
LYPLA1 inh = LYPLA1 inhibitors, primary screen, counter-screen for PME1 inhibitor project, biochemical, fluorescence polarization, FP-Rh probe ABPP. Acyl-protein thioesterase 1 (Homo sapiens), O75608. recombinant LYPLA1. inhibition, % at 5.9 µM. 320,000 tested, 0.16% active. AID 2174, 2009;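 active = inhibition above the mean of all tested compounds plus 3 SD, set per campaign, cut at about 14% in these data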;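 note: inhibitors block serine hydrolase probe labeling of LYPLA1 so polarization falls; 0% = enzyme with DMSO and 100% = wells lacking LYPLA1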
LYPLA2 inh = LYPLA2 inhibitors, primary screen, counter-screen for PME1 inhibitor project, biochemical, fluorescence polarization, FP-Rh probe ABPP; Acyl-protein thioesterase 2 (Homo sapiens), O95372; recombinant LYPLA2; inhibition, % at 5.9 µM; 320,000 tested, 0.38% active; AID 2177, 2009;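 active = inhibition above the screen-wide mean plus 3 SD, limit set per campaign, cut at about 26% in these data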;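 note: 0% = LYPLA2 with DMSO and 100% = wells lacking LYPLA2 enzyme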
GSTO1 inh = inhibitors of recombinant GSTO1, primary screen, counter-screen for RBBP9 inhibitor project, biochemical, fluorescence polarization | Glutathione S-transferase omega-1 (Homo sapiens), P78417 | activity-based probe fluorescence polarization | inhibition, % at 5.96 µM | 300,000 tested, 1.1% active | AID 1974, 2009;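 active = inhibition above the campaign mean inhibition plus 3 SD, cut at about 35% in these data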;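 note: 0% = GSTO1-1 with DMSO and 100% = wells lacking GSTO1-1 enzyme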
Numbers without * were called inactive; / = not tested or not shown. These rows are one share of the data, so the mix of outcomes need not match the whole.

Structure	LYPLA1 inh	PAFAH2 FP inh	PME-1 primary	LYPLA2 inh	PAFAH1B3 inh	PAD4 inh	pPAFAH inh	GSTO1 inh	PAFAH1B2 FP inh
CC(C)c1ccc(NC(=O)C2C3C=CC4(O3)C2C(=O)N(CCCN2CCOCC2)C4C(=O)NC2CCCCC2)cc1 (configuration not stated)	1	2	-8	3	-1	-6	6	3	2
COc1cc2c(cc1OC)C(C)N(C(=O)c1cc3ccccc3o1)CC2 (configuration not stated)	0	-5	17	-2	5	-6	5	2	-1
CCOc1cc2c(C#N)c(N3CCCC3)nc(N)c2c(N)n1	-2	-4	9	-2	10	1	1	-5	4
Cn1c(=O)c2c(nc(SCCN3CCOCC3)n2Cc2ccccc2)n(C)c1=O	-3	-2	3	1	6	-1	6	-9	2
O=C(NCc1ccco1)c1ccc(N2CCCC2=O)cc1	0	-4	-2	-3	13	-1	4	-3	6
N/C(=N\OC(=O)CCc1ccccc1)c1ccc(Br)cc1	0	-2	1	-2	4	-5	6	5	71*
CC(C)Cn1c(N)c(C(=O)COC(=O)/C=C/c2cccs2)c(=O)n(C)c1=O	6	-5	-2	9	-1	-3	7	-3	6
CN(CC(=O)Nc1cccc(F)c1)C(=O)CN1C(=O)NC2(CCCCC2)C1=O	0	5	-8	-4	3	1	-6	-7	-2
OCCN1CCN(CCCN2c3ccccc3Sc3ccc(C(F)(F)F)cc32)CC1	1	-3	5	-1	13	-1	40*	0	6
COc1ccc([N+](=O)[O-])cc1NC(=O)C(C)OC(=O)CSC(C)C(=O)Nc1cc(C)on1 (configuration not stated)	-1	0	-4	0	0	1	7	1	2
CCOC(=O)Cc1csc(NC(=O)c2ccc(S(=O)(=O)N(CCOC)CCOC)cc2)n1	-3	3	1	-7	10	1	-6	5	2
O=C(NCCc1ccco1)C(=O)NCC1OCCCN1S(=O)(=O)c1ccc(Cl)cc1 (configuration not stated)	0	4	2	-1	6	-3	8	0	5
COc1cc(CCC(=O)N2CCN(S(=O)(=O)c3ccc(C)c(C)c3)CC2)cc(OC)c1OC	-3	4	-4	-9	0	0	3	7	-2
CN(C)c1ccc(NC(=O)CSc2nc3ccccc3c(=O)n2CC2CCCO2)cc1 (configuration not stated)	-2	2	-2	-2	0	5	7	2	-5
COc1cccc2c(=O)c3ccoc3n(C)c12	2	2	3	5	1	-1	-1	-5	-6
CCOc1ccccc1N1CCN(c2nc3ccccc3nc2C(C#N)C(=O)OC)CC1 (configuration not stated)	1	3	3	2	9	-9	3	22	-3
O=C(OC(C(=O)NC1CCCC1)c1ccccn1)c1cccs1 (configuration not stated)	1	-4	0	18	9	-4	4	5	-1
NC(=O)c1cc2ccccc2o/c1=N/NC(=O)c1cccc(F)c1	3	-3	0	5	0	-8	4	-3	7
O=C1CN(C(=S)NC(=O)c2ccccc2[N+](=O)[O-])CCN1	1	1	-4	2	1	3	-1	1	3
NC(=O)C1CCN(c2nc(-c3ccc4ccccc4c3)cs2)CC1	4	6	0	5	5	3	4	/	3
S=c1[nH]nc(Nc2cccc3ccccc23)s1	-2	/	7	0	/	-2	8	-2	/
O=C(O)CCC(CNS(=O)(=O)c1ccccc1)C(F)(F)F (configuration not stated)	2	-2	4	1	2	0	-2	-1	-3
C[C@@H]1CCC(=O)N(CC[C@H](Oc2ccccc2)c2ccccc2)CC1	1	-3	-1	-2	3	-5	5	3	3
O=C(CCc1ccccc1)NCC(=O)N/N=C/c1ccc(O)cc1O	3	-1	1	-4	2	-3	8	-6	8
O=C(CCN1CCN(c2ccccc2)CC1)Nc1ccc(Cl)cc1	2	3	-3	0	8	2	7	8	6
COC(=O)C(Cc1ccccc1)NC(=O)C(CC(C)C)NC(=O)OC(C)(C)C (configuration not stated)	-1	5	-4	-4	7	0	4	4	4
Cc1ccc(NC(=O)c2ccco2)c(NC(=O)COc2ccccc2)c1	1	4	2	-3	0	-4	0	-3	3
COc1cccc(NC(=O)COC(=O)c2c(NC(C)=O)sc(C)c2C)c1	-2	3	-9	-2	-5	0	0	/	-3
CC(C)(C)C(=O)Nc1ccc(S(=O)(=O)Nc2nccs2)cc1	1	0	-2	2	8	0	1	5	0
CN(C(=O)c1ccno1)c1nnc(-c2cccnc2)s1	3	11	-4	7	12	2	-5	-2	7
N#CC1=C(N)OC2=C(C(=O)CCC2)C12CCN(C(=O)OCc1ccccc1)CC2	-2	2	5	-9	3	-6	-8	1	2
O=c1[nH]c2cccc(F)c2n2cccc12	-2	-4	4	-4	12	0	3	-2	8
C#CC[N+]1(CC#Cc2ccc(C#CC[N+]3(CC#C)CCOCC3)cc2)CCOCC1	4	-7	-7	3	11	2	-1	4	8
O=C(CCS(=O)(=O)c1cccs1)Nc1ccc(C(=O)NCc2ccccc2)cc1	-8	-1	5	-3	3	-1	5	-3	8
Cc1n[nH]c(=O)c2c(NC(=O)CSc3nnnn3-c3ccc(O)cc3)oc(C)c12	5	-3	1	3	3	-2	0	7	-3
CCN(C(=O)Cn1c(Cl)nc2c1c(=O)n(C)c(=O)n2C)C1CCCCC1	/	1	/	/	7	-4	2	/	2
CCOc1ccc(S(=O)(=O)Nc2ccc(C(=O)N3CCCC3)cc2)cc1C(N)=O	2	3	-1	3	9	0	-4	4	1
COc1ccc(OC)c(S(=O)(=O)N(C)CC(=O)Nc2cc(Cl)ccc2OC)c1	1	-5	-2	2	-5	-1	8	0	0
O=c1c2ccccc2nc2sc3ccccc3n12	1	5	-1	-1	2	-2	0	3	-4
O=C(COC(=O)Cc1ccccc1[N+](=O)[O-])Nc1nnc(-c2ccccc2)o1	2	-1	3	4	7	3	2	10	-2
O=C1C=C(O)c2c(O)cc(O)c(O)c2C1=O	0	45*	10	9	40*	-13	85*	73*	19
CCNC(=O)CSc1nc(-c2ccccc2)cs1	3	13	0	2	0	-2	12	-1	3
CC(=NCCCn1ccnc1)c1c(O)n(Cc2ccccc2)c(=O)[nH]c1=O	5	-2	1	7	-4	2	2	-1	3
CCCN(C(=O)COC(=O)c1nc2nc(C)cc(C)n2n1)C1CCS(=O)(=O)C1 (configuration not stated)	-1	-4	-3	-4	1	0	-2	/	-2
CCc1ccc(N2CC(C(=O)OCC(=O)NNC(=O)c3ccccc3)CC2=O)cc1 (configuration not stated)	-1	-5	6	-4	3	1	16	1	2
Cc1nc2ccc(NC(=O)c3ccc(S(=O)(=O)N(C)C)cc3)cc2s1	-2	-8	-3	7	1	-3	-1	-6	0
CO/N=C/C(=N\Nc1ccc(OC)cc1)C(=O)c1ccc(F)cc1	1	8	1	4	1	-1	3	6	4
COC(=O)c1ccc(OC(=O)C2CC(=O)N(c3cccc(C)c3)C2)cc1 (configuration not stated)	1	4	-12	0	-4	2	3	4	0
COC(=O)CCC(=O)N(CCN(Cc1ccccc1)C(=O)CCC(=O)OC)Cc1ccccc1	-1	-1	3	-1	10	1	0	2	0
CC(=O)c1ccc(OCCCC(=O)NCCc2ccc(C(F)(F)F)cc2)cc1	-1	-7	-1	0	6	5	-2	11	3
Cc1ccnc(NCc2ccc(Br)cc2)c1	1	3	0	3	9	0	8	1	27*
CC1(C)CC(NC(=O)c2cccc(S(=O)(=O)Nc3cccc(Cl)c3)c2)CC(C)(C)N1	0	-4	-1	-3	8	2	27*	/	-2
CCOc1ccc(N(CC(=O)NN=C2CCN(C)CC2)S(C)(=O)=O)cc1	-3	2	6	-3	9	1	1	4	1
O=C(COC(=O)C1COc2ccccc2O1)Nc1cccc(F)c1 (configuration not stated)	-4	-4	-3	1	7	1	6	/	9
O=C(OCC(=O)N1CCc2ccccc21)c1cncc(Br)c1	4	3	4	11	6	1	4	10	-2
Cc1ccc(-c2nnc(NC(=O)C3=COCCO3)o2)c(C)c1	3	3	4	7	3	3	4	0	-2
Cc1c(Cl)cccc1NC(=S)N1CCN(C(=O)c2ccco2)CC1	-3	1	5	20	11	-3	-2	0	3
CC1=NN(Cc2ccccc2)C(=O)C1	-1	-9	-12	-7	7	71*	-7	57*	4
COc1ccc(Cl)cc1NC(=O)C1CSC(c2ccncc2)=N1 (configuration not stated)	-1	-5	4	-2	3	-3	-5	-2	-1
O=Cc1ccc(C(=O)O)cc1	4	5	0	6	2	2	-2	/	0

Continuation:
Structure	LYPLA1 inh	PAFAH2 FP inh	PME-1 primary	LYPLA2 inh	PAFAH1B3 inh	PAD4 inh	pPAFAH inh	GSTO1 inh	PAFAH1B2 FP inh
Cc1ccc(CNC(=O)C2CCC(=O)N2CCc2ccccc2)cc1 (configuration not stated)	0	-5	0	0	0	3	0	13	7
Cn1c(-c2sc3cc(C(F)(F)F)cnc3c2-c2ccccn2)n[nH]c1=S	1	/	-5	-10	/	-4	-3	6	/
COc1ccc(CN(C)CC(=O)NC(=O)Nc2ccccc2F)cc1	0	-4	-1	10	7	2	3	/	-2
COc1ccc(N2CCN(C(=O)c3cn(C)c(=O)c4c3c3ccccc3n4C)CC2)cc1	-2	1	-4	9	6	-5	6	-1	2
